ELG1 DNA repair – qHTS screen for small molecules that inhibit ELG1-dependent DNA repair in human embryonic kidney (HEK293T) cells expressing luciferase-tagged ELG1. HEK293T ELG1-luciferase reporter, luminescence, 16 h; DNA damage induced by 5-fluorouridine. Potency, µM (titrated, usually from 46.1 µM), for inactives: top-dose activity change, negative = inhibition, most hits filed as inhibitors. hit rate 2.3% among 330,000. AID 504467, 2011; further: potency means the concentration at half of the fitted maximal effect; on the % scale 0 is the no-effect control and ±100 the full control effect; nearly all actives have a fitted effect of over 55% in size
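Step one: seed 2,000 cells per well. Step two: pin-transfer compound or DMSO alongside 5-fluorouridine. Step three: incubate 16 hr, 37 °C, 5% CO2. Step four: add ONE-Glo, wait 30 min, read luminescence.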
BRCA1 expr act – qHTS Assay to Identify Small Molecule Activators of BRCA1 Expression; MCF7-BRCA1-FFLuc reporter, luminescence, 48 h; response scale: scaled: vehicle 0%, 10 µM genistein 100%; Potency, µM (top dose mostly 46.1 µM), without a hit: at the highest dose activation, hits mostly activators; hit rate 1.1% among 380,000; AID 624202, 2012; further: potency means the concentration at half of the fitted maximal effect; nearly all actives have a fitted effect of over 80% in size; some results filed as inactive show a strong effect at the top dose
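Compounds are tested at multiple concentrations on MCF7 BRCA1-luciferase reporter cells seeded at 2000 per well; after 48 h, a single luminescence end-point is taken and curves fitted to the normalized data.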
Rab9 prom act – qHTS Assay for Rab9 Promoter Activators. Huh7 Rab9 promoter-luciferase reporter, luminescence, 24 h. Potency, µM (top dose mostly 9.22 µM), inactives show top-dose activation, negative = inhibition, hits mostly activators. hit rate 2.8% among 320,000; further: potency means the concentration at half of the fitted maximal effect; % of control where 0% means no effect; nearly all actives have a fitted effect of over 60% in size
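Luminescence read-out: Huh7 cells stably expressing Rab9-luciferase, treated 24 h with compound at 37 °C, then lysed with luciferase reagent for 10 min at ambient before reading.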
ELG1 genotoxic – qHTS screen for small molecules that induce genotoxicity in human embryonic kidney (HEK293T) cells expressing luciferase-tagged ELG1 | hit rate 1.3% among 330,000 | HEK293T ELG1-luciferase reporter, luminescence, 16 h | Potency, µM (doses to about 46 µM), inactives show at the top dose activity change, positive = activation, usual class: activators; further: potency means the concentration at half of the fitted maximal effect; % of control where 0% means no effect; nearly all actives have a fitted effect of over 60% in size
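Quantitative HTS format in 1536-well plates. HEK293T ELG1-luciferase reporter cells receive test compound and are incubated 16 hr at 37 °C, 5% CO2; ONE-Glo added, 30 min room temperature, then luminescence read.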
p53 reactivator – qHTS assay for re-activators of p53 using a Luc reporter; H1299 p53-A138V BP100-luciferase reporter, luminescence, 24 h; Potency, µM (titrated, usually from 92.2 µM), without a hit: top-dose activity change, positive = activation, actives largely listed as activators; hit rate 0.063% among 320,000; AID 504706, 2011; further: potency means the concentration at half of the fitted maximal effect; % of control where 0% means no effect; nearly all actives have a fitted effect of over 45% in size
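H1299 (p53-null), stable ts p53-A138V + BP100-Luc; 1000 cells/well, Opti-MEM/10% FBS; cpd 4 pt, 1:5; 24 h, 37 deg C, 5% CO2; detection reagent 10 min RT; luminescence.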
RORgamma inh – qHTS for inhibitors of ROR gamma transcriptional activity | Nuclear receptor ROR-gamma (Mus musculus), P51450 | Drosophila S2 Gal4-RORgamma UAS-luciferase reporter, 20 h | Potency, µM (series often up to 53.6 µM), for inactives: at the top dose activity change, negative = inhibition, usual class: inhibitors | hit rate 5.4% among 310,000 | AID 2551, 2010; further: potency means the concentration at half of the fitted maximal effect; on the % scale 0 is the no-effect control and ±100 the full control effect; nearly all actives have a fitted effect of over 60% in size
Target sequence (P51450 whole entry, looked up, the tested form may be a part): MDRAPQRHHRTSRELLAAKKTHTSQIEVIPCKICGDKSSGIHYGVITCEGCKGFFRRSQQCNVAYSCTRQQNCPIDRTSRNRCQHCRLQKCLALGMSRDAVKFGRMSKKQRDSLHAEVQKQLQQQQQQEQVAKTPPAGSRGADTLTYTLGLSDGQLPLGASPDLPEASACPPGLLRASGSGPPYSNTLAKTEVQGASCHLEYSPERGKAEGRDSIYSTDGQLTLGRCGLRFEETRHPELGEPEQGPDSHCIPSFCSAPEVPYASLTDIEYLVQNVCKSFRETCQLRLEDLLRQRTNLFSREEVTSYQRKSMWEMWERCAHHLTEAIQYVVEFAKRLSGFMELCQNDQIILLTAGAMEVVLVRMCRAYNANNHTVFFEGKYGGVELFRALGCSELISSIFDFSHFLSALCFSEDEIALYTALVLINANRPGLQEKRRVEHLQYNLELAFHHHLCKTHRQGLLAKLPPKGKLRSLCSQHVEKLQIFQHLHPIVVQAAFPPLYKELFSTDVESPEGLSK
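Drosophila Schneider cells stably carrying a metallothionein-driven Gal4 DBD–ROR gamma fusion and a UAS-Photinus luciferase reporter were exposed to compound for 1 hr, then induced with copper sulfate (700 uM final) for 20 hr at ambient temperature before luminescence reading.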
NPC1 promoter act – qHTS Assay for NPC1 Promoter Activators. Huh7 NPC1 promoter luciferase reporter, 24 h. hit rate 2.4% among 320,000. AID 485313, 2010. Potency, µM (titrated, usually from 9.22 µM), for inactives: at the highest dose activation, most hits filed as activators;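 further: potency means the concentration at half of the fitted maximal effect; % of control where 0% means no effect; nearly all actives have a fitted effect of over 60% in size; reporter is driven by a mutant NPC1 promoter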
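Compounds in DMSO were transferred onto Huh7 NPC1-luciferase reporter cells pre-incubated 2 h; after 24 h at 37 °C, Amplite reagent was dispensed and luminescence recorded 10 min later.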
FLuc counter – qHTS profiling assay for firefly luciferase inhibitor/activator using purifed enzyme and Km concentrations of substrates (counterscreen for miR-21 project); Luciferin 4-monooxygenase (Photinus pyralis), P08659; purified FLuc, Km substrates, luminescence inhibition; Potency, µM (titrated, usually from 57.5 µM), for inactives: top-dose activity change, negative = inhibition, actives largely listed as inhibitors; hit rate 6.9% among 360,000;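 further: potency means the concentration at half of the fitted maximal effect; plate controls were vehicle for no effect and reference inhibitor for full effect; nearly all actives have a fitted effect of over 55% in size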
Target sequence (P08659 whole entry, looked up): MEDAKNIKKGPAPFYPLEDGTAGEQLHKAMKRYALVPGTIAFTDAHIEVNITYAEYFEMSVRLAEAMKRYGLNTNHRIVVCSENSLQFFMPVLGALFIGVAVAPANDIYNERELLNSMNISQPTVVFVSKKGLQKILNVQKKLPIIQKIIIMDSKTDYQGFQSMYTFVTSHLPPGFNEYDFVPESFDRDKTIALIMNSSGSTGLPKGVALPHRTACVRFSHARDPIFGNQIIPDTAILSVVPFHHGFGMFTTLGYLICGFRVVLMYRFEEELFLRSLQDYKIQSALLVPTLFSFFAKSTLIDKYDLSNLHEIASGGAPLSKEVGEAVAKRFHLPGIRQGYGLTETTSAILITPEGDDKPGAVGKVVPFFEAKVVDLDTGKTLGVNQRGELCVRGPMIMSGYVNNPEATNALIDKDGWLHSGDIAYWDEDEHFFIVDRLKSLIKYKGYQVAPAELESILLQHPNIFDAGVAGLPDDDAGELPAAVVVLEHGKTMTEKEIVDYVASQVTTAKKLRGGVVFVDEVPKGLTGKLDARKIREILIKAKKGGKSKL
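Purified P. pyralis luciferase (10nM final) with 10uM D-luciferin and 10uM ATP (Km levels) in 50mM Tris acetate pH 7.5, 10mM Mg acetate, 0.01% Tween-20, 0.05% BSA; qHTS 6-point titration, ~60 µM downward; luminescence read.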
Gal4-VP16 FLuc – VP16 counterscreen qHTS for inhibitors of ROR gamma transcriptional activity | Drosophila S2 Gal4-VP16 UAS-luciferase, luminescence, 20 h | Potency, µM (highest dose often 53.6 µM), for inactives: at the top dose activity, negative = inhibition, hits mostly inhibitors | hit rate 3.5% among 310,000 | AID 2546, 2010;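 further: Gal4-VP16 expression switched on by copper sulfate through the metallothionein promoter; potency means the concentration at half of the fitted maximal effect; on the % scale 0 is the no-effect control and ±100 the full control effect; nearly all actives have a fitted effect of over 50% in size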
TRPV1 ag – HTS Assay for Compounds that Act as Agonists of the Vanilloid Receptor 1. Transient receptor potential cation channel subfamily V member 1 (Homo sapiens), Q8NER1. TRPV1-expressing cells, Fluo-8 calcium influx, agonist mode. activation, % at 8.33 µM. hit rate 0.19% among 320,000. AID 540275, 2011; in the data active means activation above about 80%; inconclusive means between about 30% and that limit; further: 0% is about no effect
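Cells expressing TRPV1 were dye-loaded with Fluo-8 and read kinetically: 10 s baseline, 3 min after compound (agonist portion), then 2 min after EC20 capsaicin (allosteric enhancer portion). Calcium-bound dye fluorescence at 480/520 nm.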
Tb PFK block – qHTS Assay to Find Inhibitors of T. brucei phosphofructokinase. ATP-dependent 6-phosphofructokinase (Trypanosoma brucei brucei), O15648. T. brucei PFK, ADP-Glo luminescence. Potency, µM (doses to about 57.5 µM), for inactives: at the top dose activity, negative = inhibition, usual class: inhibitors. hit rate 0.17% among 330,000;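 further: potency means the concentration at half of the fitted maximal effect; 0% = uninhibited 1x PFK enzyme wells and -100% = no-enzyme wells; nearly all actives have a fitted effect of over 60% in size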
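Compounds were pin-transferred as a titration series up to 57 uM into substrate buffer (0.5 mM F6P, 0.1 mM ATP, pH 8.0), then 1.25 nM PFK was added and reactions ran 45 min before ADP-Glo detection.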
The depositor's hits bear a star; ? = inconclusive; / = no result given; [ ] = another dose, or the depositor's remark. Unless noted, the call rests on the fitted dose curve; in most records, active means well fitted curve in the direction sought with a large enough effect; inconclusive means small, poorly fitted or top-dose-only effect, or another doubt; inactive means no such curve, though single readings can be large; an effect the other way counts as inactive or inconclusive.

SMILES	ELG1 DNA repair	BRCA1 expr act	Rab9 prom act	ELG1 genotoxic	p53 reactivator	RORgamma inh	NPC1 promoter act	FLuc counter	Gal4-VP16 FLuc	TRPV1 ag	Tb PFK block
O=C(/C=C/c1ccccc1)Oc1cccc2cccnc12	-2%	-40%	-3%	-1%	14%	0.71µM*	-5%	?	4.5µM*	-2	-15%
O=C(Nn1cnc2ccccc2c1=O)c1cccc(Cl)c1	?	-4%	-1%	0%	18%	33%	-4%	?	?	11	-1%
Cc1noc(C)c1C(=O)Nc1nnc(-c2ccccc2)s1	13%	35%	6%	2%	?	11µM*	5%	15µM*	?	1	1%
Cc1ccc(C(=O)Nc2cc3ccccc3oc2=O)cc1	?	-68%[inhibitor]	?	?	-11%	1.6µM*	0.71µM*	0.076µM*	?	9	-1%
Cc1ccc(CCN2CC(C(=O)NCCCN3CCOCC3)CC2=O)cc1 (stereo not given)	1%	-12%	2%	2%	14%	0%	1%	3%	-1%	-3	-4%
CN(C)c1ccc(/C=N/N(CCO)C2=NS(=O)(=O)c3ccccc32)cc1	0%	-18%	-4%	3%	4%	-10%	-4%	1%	-10%	0	-9%
COCCCNc1ncnc2sc3c(c12)CCC(C)C3 (stereo not given)	?	-1%	0%	-1%	-1%	3%	-2%	?	4%	?	-4%
CCN(CCCC(=O)c1ccc(F)cc1)CCc1ccccc1	0%	1%	-2%	1%	-61%[inhibitor]	-16%	3%	-14%	-9%	21	-15%
O=C(CSc1nnc(Cc2ccc(Cl)cc2)o1)Nc1ccccc1	10%	-9%	-1%	1%	-2%	1%	-1%	-4%	7%	1	?
Cc1cc(OC(C)C(N)=O)nc(-c2ccccc2)n1 (stereo not given)	1%	-25%	-2%	1%	0%	-10%	-5%	-1%	-12%	5	-5%

As a working copy, some entries already given:
SMILES	ELG1 DNA repair	BRCA1 expr act	Rab9 prom act	ELG1 genotoxic	p53 reactivator	RORgamma inh	NPC1 promoter act	FLuc counter	Gal4-VP16 FLuc	TRPV1 ag	Tb PFK block
O=C(/C=C/c1ccccc1)Oc1cccc2cccnc12	-2%	-40%	-3%	-1%	14%	0.71µM*	-5%	?	4.5µM*	-2	-15%
O=C(Nn1cnc2ccccc2c1=O)c1cccc(Cl)c1	?	-4%	-1%	0%	18%	33%	-4%	?	?	11	-1%
Cc1noc(C)c1C(=O)Nc1nnc(-c2ccccc2)s1	13%	35%	6%	2%	?	11µM*	5%	15µM*	?	1	1%
Cc1ccc(C(=O)Nc2cc3ccccc3oc2=O)cc1	?	-68%[inhibitor]	?	?	-11%	1.6µM*	0.71µM*	0.076µM*	?	9	-1%
Cc1ccc(CCN2CC(C(=O)NCCCN3CCOCC3)CC2=O)cc1 (stereo not given)	1%	-12%	2%	2%	14%	0%	1%	3%	-1%	-3	-4%
CN(C)c1ccc(/C=N/N(CCO)C2=NS(=O)(=O)c3ccccc32)cc1	0%	-18%	-4%	3%	4%	-10%	-4%	1%	-10%	0	-9%
COCCCNc1ncnc2sc3c(c12)CCC(C)C3 (stereo not given)	?	-1%	0%	-1%	-1%	3%	-2%	?	4%	?	-4%

Next section:
SMILES	ELG1 DNA repair	BRCA1 expr act	Rab9 prom act	ELG1 genotoxic	p53 reactivator	RORgamma inh	NPC1 promoter act	FLuc counter	Gal4-VP16 FLuc	TRPV1 ag	Tb PFK block
COc1ccc(C2CC(=O)C(C=NCCN3CCN(C(=S)Nc4ccccc4)CC3)=C(O)C2)cc1 (stereo not given)	-1%	-19%	0%	-3%	5%	22%	6%	0%	-2%	-5	-26%
CC1CCCCC12NC(=O)N(CC(=O)Nc1cccnc1Cl)C2=O (stereo not given)	13%	0%	-2%	3%	4%	-21%	-1%	3%	5%	-1	-5%
CCOC(=O)N1CCC(NC(=O)c2ccc(CS(=O)(=O)c3ccc(OC)cc3)o2)CC1	-19%	0%	-5%	-5%	-3%	-11%	-1%	1%	3%	-1	-2%
COc1cccc(NC(=O)Nc2ccccc2SC)c1	24%	53%	15%	15%	9%	7%	17%	17µM*	1%	2	0%
CN(C)CCCNC(=O)/C(=C/c1ccc(-c2ccc([N+](=O)[O-])cc2)o1)NC(=O)c1ccccc1	?	-2%	0%	3%	/	-11%	2%	3%	-6%	3	4%
O=C(Nc1nnc(C2CC2)s1)c1ccc(Cl)nc1	?	82%	?	?	?	/	?	12µM*	/	0	2%
COc1ccccc1N1CCN(S(=O)(=O)c2ccc(Cl)s2)CC1	10%	-14%	-2%	-6%	-3%	?	-2%	4%	1%	6	6%
Cc1ccc(-n2nc(C(=O)N3CCOCC3)cc2-c2ccc(Cl)cc2)cc1	-16%	-8%	-5%	-2%	-10%	?	-2%	2%	?	89*	0%
Cc1ccc2ncnc(Nc3ccc(C)c(C)c3)c2c1	-30%	-12%	5%	-5%	2%	-12%	2%	-24%	16%	?	2%
CCc1ccc(N(CC(=O)NC)S(C)(=O)=O)cc1	6%	0%	-4%	4%	-1%	43%	2%	-1%	-1%	3	-2%
CC(C)Oc1ccc(C2CC(=O)N(c3cccc(C(=O)O)c3)C2=O)cc1 (stereo not given)	?	14%	3%	?	17%	2%	28%	17µM*	?	-1	2%
CCOCCn1c(N2CCN(c3ccccc3)CC2)nc2c1c(=O)n(C)c(=O)n2C	?	-41%	-4%	-9%	-2%	21%	1%	0%	6%	6	0%
CS(=O)(=O)N(CC(=O)N1CCOCC1)c1ccccc1	-2%	5%	2%	5%	12%	-14%	-3%	0%	3%	3	4%
CCN(c1ccccc1)S(=O)(=O)c1nnc(NC(=O)C(C)C)s1	9%	-1%	-7%	11%	/	3%	1%	0%	5%	4	2%
CCCc1cc(C(=O)Nc2ccc(Cl)cn2)cs1	?	62%	0.45µM*	2.3µM*	?	?	0.5µM*	0.48µM*	-26%	?	1%
COc1ccc(OC)c(NC(=O)CSc2nnc(C)n2Cc2ccccc2)c1	4%	5%	0%	3%	-3%	29%	-2%	8%	0%	-2	0%
COc1cccc(C(c2sc3ncnn3c2O)N2CCc3ccccc3C2)c1 (stereo not given)	-5%	-19%	-3%	2%	-6%	31%	-1%	2%	-6%	1	-2%
Cc1cc(C)nc(NS(=O)(=O)c2ccc(NC(=S)NC(=O)C(C)C)cc2)n1	17%	-39%	2%	1%	-3%	-19%	0%	0%	20%	-1	1%
COc1ccccc1OCc1nnc(SCC(=O)Nc2nnc(C3CC3)s2)n1C	15%	-10%	-5%	3%	0%	-6%	-4%	0%	5%	-2	-2%
N/C(=N\OC(=O)COc1ccc(Cl)cc1Cl)c1cccnc1	?	7.9µM*	4%	?	?	?	25%	6µM*	-2%	2	2%
Nc1ccc(C(=O)N/N=C/c2sc(N3CCOCC3)nc2-c2ccccc2)cc1	?	0%	-1%	5%	-8%	?	0%	?	-19%	-4	15%
CCN1CC(CN(C)Cc2nc(-c3ccc(OC)c4ccccc34)oc2C)CC1=O (stereo not given)	13%	-13%	-4%	-5%	-2%	26%	-3%	-1%	7%	8	1%
CNC(=O)COC(=O)c1ccc(NC(=O)CC#N)cc1	12%	-22%	-4%	3%	1%	9%	-3%	1%	6%	0	8%
Cc1c(Cl)cccc1N(CC(=O)NC(C)c1ccccc1)S(C)(=O)=O (stereo not given)	-2%	1%	-2%	-4%	/	22%	16%	2%	-5%	6	5%
O=C(COc1ccc2c3c(c(=O)oc2c1)CCCC3)NCc1ccccn1	-18%	2%	0%	5%	-5%	-2%	-3%	-9%	5%	4	3%
Oc1ccc(NCc2cccc(OCc3ccccc3)c2)cc1	-9%	-69%	?	10%	-12%	11µM*	-2%	?	?	4	-10%

From PubChem BioAssay
